# GAA850 FXN act = frataxin GAA850 promoter activation. HEK293 lucGAA850 FXN promoter luciferase reporter, 24 h; percent of 10 µM SAHA response. activation, % at 6 µM. 0.56% of 360,000 active. AID 540364;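 active means activation above the average of all compounds screened plus 3 SD, cutoff fixed separately per campaign, cut at about 7.5% in these data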;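 further: 0% = DMSO wells and 100% = 10 µM SAHA wells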
# DAX1 inh-1 = inhibits human nuclear receptor DAX1; P51843; HEK293 Gal4-DAX1 luciferase reporter, luminescence; inhibition, % at 6.75 µM; 0.99% of 340,000 active; AID 504766;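 active means inhibition above the mean over all tested compounds plus 3 SD, cut at about 4.2% in these data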;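 further: 0% = DAX1-transfected cells with DMSO and 100% = empty-vector control cells with DMSO; inhibition shows as a rise in luminescence from relieved DAX1 repression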
# Target sequence (P51843 207-470 limits assumed): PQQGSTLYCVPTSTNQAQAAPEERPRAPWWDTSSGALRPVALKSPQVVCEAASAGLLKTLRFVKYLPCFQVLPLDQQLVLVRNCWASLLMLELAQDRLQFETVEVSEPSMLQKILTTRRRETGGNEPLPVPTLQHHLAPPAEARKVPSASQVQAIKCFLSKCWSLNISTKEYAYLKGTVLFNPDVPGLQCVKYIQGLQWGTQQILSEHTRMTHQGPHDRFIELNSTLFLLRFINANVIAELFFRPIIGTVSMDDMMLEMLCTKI
# ADAM10 inh = inhibits human ADAM10; O14672; inhibition, % at 7 µM; recombinant ADAM10, EDANS/DABCYL FRET peptide cleavage, 3 h; 0.62% of 370,000 active;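 active means inhibition above a per-campaign cutoff equal to the mean of compounds falling between control-based bounds plus 3 SD, cut at about 20% in these data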;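 further: 0% = DMSO wells while the 100% control is not disclosed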
# Target sequence (O14672 214-748 limits assumed): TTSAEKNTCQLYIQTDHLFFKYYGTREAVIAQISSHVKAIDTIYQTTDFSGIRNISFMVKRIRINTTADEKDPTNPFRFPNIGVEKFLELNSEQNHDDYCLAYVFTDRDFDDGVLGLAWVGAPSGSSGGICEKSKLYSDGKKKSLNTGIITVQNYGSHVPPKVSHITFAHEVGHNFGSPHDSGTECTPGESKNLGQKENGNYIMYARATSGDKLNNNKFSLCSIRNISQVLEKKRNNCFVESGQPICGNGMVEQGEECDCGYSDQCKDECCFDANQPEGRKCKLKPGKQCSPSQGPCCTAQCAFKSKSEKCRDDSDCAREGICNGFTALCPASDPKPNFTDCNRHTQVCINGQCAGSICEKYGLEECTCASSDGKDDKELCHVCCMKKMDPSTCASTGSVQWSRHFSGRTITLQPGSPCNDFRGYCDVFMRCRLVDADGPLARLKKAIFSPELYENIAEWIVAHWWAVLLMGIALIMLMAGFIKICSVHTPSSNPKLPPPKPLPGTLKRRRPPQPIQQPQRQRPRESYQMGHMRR
# ssDAF-12 act = activators of S. stercoralis DAF-12 nuclear receptor. HEK293 ssDAF-12/GRIP1 lit1-tk-luc reporter, luminescence; % of 3 µM dafachronic acid response. activation, % at 6.8 µM. 1% of 370,000 active;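 active means activation above the mean over all tested compounds plus 3 SD, cut at about 0.9% in these data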;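 further: 0% = DMSO-only wells and 100% = 3 µM delta7-dafachronic acid wells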
# SMARCA2 act = increases SMARCA2 function in MMTV reporter cells; activation, % at 9.1 µM; MG213 cells, MMTV-luciferase reporter, dexamethasone, overnight; 1% of 370,000 active; in the data active means activation above about 7.8%;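 further: 0% = vehicle wells and 100% = reference activator wells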
# sPLA2-III inh = Blocks human group III sPLA2 activity; 0.56% of 370,000 active; QFRET BODIPY PC-A2 liposome hydrolysis, fluorescence; Q9NZ20; AID 743126; inhibition, % at 12.2 µM;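 active means inhibition above mean plus 3 SD of compounds lying within the high and low control bounds, cut at about 19% in these data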;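 further: 0% = median of test compound wells and 100% = no enzyme DMSO wells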
# hgDAF-12 ag = activates the H. glycines DAF-12 receptor ligand-binding domain | AID 687014 | 1.8% of 370,000 active | HEK293 GAL4-hgDAF12 UAS-luciferase reporter, agonist luminescence; normalized to butyrate control | activation, % at 6.8 µM;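 active means activation above a cutoff set at the mean of all screened compounds plus 3 SD, cut at about 10% in these data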;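 further: 0% = DMSO wells and 100% = sodium butyrate wells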
# GC-B act = GC-B (human) receptor activation | HEK293-GC-B cells, CNP EC30, cGMP TR-FRET; 0% at EC30 CNP, 100% saturating CNP | activation, % at 10 µM | 0.11% of 370,000 active | AID 1920062;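 active means activation at 10 µM reaching about 35% in either raw or pattern-adjusted values, limit read from the data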
# DAX1 inh-2 = inhibitors of DAX1 repression of SF-1 activated StAR promoter. HEK293T StAR-luciferase reporter, SF-1/DAX-1 repression relief. inhibition, % at 6.8 µM. 1.1% of 370,000 active. AID 652010;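 active means inhibition above the mean over all tested compounds plus 3 SD, cut at about 3.6% in these data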;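 further: 0% = DAX-1 cells with DMSO and 100% = cells lacking DAX-1 with DMSO; higher inhibition means more luminescence from relief of DAX-1 repression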
# hcDAF12 agonist = activates DAF-12 receptor from parasite H. contortus; HEK293 hcDAF-12 lit1-tk-luc reporter, luminescence; 0% DMSO, 100% Δ7-dafachronic acid; activation, % at 6.8 µM; 1.4% of 370,000 active;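 active means activation above the mean of all tested compounds plus 3 SD, cut at about 5.5% in these data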;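 further: 100% = response to 3 µM Δ7-dafachronic acid high control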
# GC-A act = GC-A (human) enzyme activation; HEK293 GC-A cells, cGMP TR-FRET, EC30 ANP; 0% at EC30 ANP, 100% saturating ANP; activation, % at 10 µM; P16066; 0.14% of 370,000 active; in the data active means activation above about 40%
# An asterisk follows results filed as active; i = inactive; / = no result given.
SMILES,GAA850 FXN act,DAX1 inh-1,ADAM10 inh,ssDAF-12 act,SMARCA2 act,sPLA2-III inh,hgDAF-12 ag,GC-B act,DAX1 inh-2,hcDAF12 agonist,GC-A act
CCOc1ccccc1N(CC(=O)NCC1CCCO1)C(=O)CCC(=O)Nc1cc(C)on1 (centres undefined),0.0,0.1,-0.4,-0.8,-1.5,4.3,-2.0,4.2,0.2,-2.2,-0.8
Cc1sc2ncnc(SCC(=O)N3CCCC3=O)c2c1C,-1.2,-0.6,-7.6,-1.1,0.6,0.1,-1.2,2.8,-0.2,1.1,2.6
O=C(COc1ccc(Cl)cc1Cl)OCC(=O)c1ccc[nH]1,1.5,-0.8,-2.5,-0.9,1.0,-9.1,1.9,2.6,-1.1,-1.1,2.2
Cc1cc(C)c(S(=O)(=O)NCCCn2ccnc2)cc1C,1.3,-1.7,5.8,-1.4,1.8,-3.6,-0.2,-0.7,-0.1,1.1,-0.9
CC(C)NC(=O)N(C)C[C@@H]1OCc2cn(nn2)CCCC(=O)N([C@@H](C)CO)C[C@H]1C,/,/,-4.8,-1.1,-2.8,13.4,-1.8,2.7,-0.2,1.5,0.5
CCOc1ccc(OCCC(=O)N(CC(=O)Nc2ccccc2C(F)(F)F)Cc2ccco2)cc1,0.3,0.7,-2.1,-0.7,-4.0,-14.5,-2.6,3.2,-0.8,-1.9,0.8
CC1(C)CC(=O)C2=C(C1)OC1=C(C(=O)CC(C)(C)C1)C2c1ccccc1Cl,-0.4,3.5,-134.9,0.6,-1.7,0.9,2.5,-9.4,-0.4,-0.5,-18.1
COc1ccccc1NC(=S)N(Cc1ccco1)Cc1cc2cc(C)cc(C)c2[nH]c1=O,-2.3,-0.9,-22.0,-1.5,-0.2,-10.4,-3.1,-6.6,-2.6,-3.1,-10.8
COc1ccc(C(=O)NNC(=O)Cc2ccc(Cl)cc2)cc1,-0.2,-0.6,-10.7,-0.9,-2.5,5.0,-1.6,/,0.1,-1.7,/
Oc1c(Cl)cc(Cl)cc1/C=C/c1ccc2cccc(O)c2n1,1.2,-0.4,-0.4,-0.7,-1.2,1.2,3.2,8.4,-0.7,0.5,15.7
CNC(=S)NNC(=O)CSCc1c(Cl)cccc1Cl,0.3,/,2.4,-0.5,-4.5,7.6,-1.5,-3.1,-0.4,-0.5,-0.4
Cc1ccc(S(=O)(=O)N2CCOCC2)cc1NC(=O)COC(=O)CCC(=O)c1cccs1,2.4,2.2,5.6,-1.0,-4.3,7.0,0.5,1.3,-0.2,0.4,-4.1
Cc1cc(C(=O)NNc2c(Cl)cccc2Cl)n(C(C)(C)C)n1,0.4,-0.1,1.4,-2.1,-1.2,-1.5,0.4,4.9,-0.1,0.1,4.0
CCOC(=O)/C(=N/Nc1ccccc1)c1csc(Nc2ccccc2)n1,7.4,-0.5,0.8,-1.9,-4.7,5.3,-0.3,-2.3,-0.2,-2.4,3.9
NC(=O)C1CCN(c2ncnc3c2c(-c2ccccc2)cn3-c2ccccc2)CC1,0.5,0.6,3.5,-1.4,3.2,-1.3,0.1,2.3,-0.1,0.2,-2.6
O=C(CCN1C(=O)S/C(=C\c2ccccc2)C1=O)Nc1ccc(S(=O)(=O)Nc2nccs2)cc1,-1.4,2.1,2.8,-0.7,-0.2,-68.0,-0.8,5.9,0.7,-1.1,-2.6
C=CCN(CC=C)S(=O)(=O)c1ccc(NC(=S)NC(=O)/C=C/c2ccccc2)cc1,-1.1,0.6,14.3,-1.0,-0.4,-0.1,0.6,-1.4,0.5,0.9,-3.9
O=C(COC(=O)Cc1ccccc1F)NCCNC(=O)COC(=O)Cc1ccccc1F,1.8,0.5,-6.1,-0.9,0.1,-4.9,-1.9,2.4,0.6,-0.9,1.9
Cc1nnc(SCC(=O)Nc2sccc2C#N)s1,-0.2,2.3,-3.0,0.4,-0.2,6.6,-1.4,0.7,0.8,3.0,-0.8
CC(C)(C)CC(=O)Nc1cc2c3c(c1)CCC(=O)N3CCC2,-1.6,0.3,-11.7,-1.4,-0.9,2.1,1.2,5.3,-0.1,1.1,-0.4
Cc1nc(C(=O)N(C)C)nn1-c1ccc(Cl)cc1Cl,2.7,2.7,2.5,-0.9,0.9,3.4,-1.0,-0.4,-1.1,-0.9,2.2
CCc1ccc(NC(=O)Cn2cccc2)cc1,4.4,-0.9,-2.6,-0.9,-1.6,-15.8,3.0,3.9,-0.1,-0.3,1.8
Cc1ccc(Cl)cc1N1CCN(C(=O)CCS(=O)(=O)c2ccc3c(c2)NC(=O)CO3)CC1,-2.9,-1.4,7.8,-2.0,-4.7,-9.1,-7.3,-0.9,-0.9,-3.6,-7.3
CC(C)C[C@@H]1NC(=O)[C@@H]2CSCCS(=O)(=O)N2C1=O,/,/,-7.0,-0.5,-2.2,1.1,-0.9,-0.5,-0.1,-2.2,0.6
CCN(CC)c1ccc(/C=C2\C(=O)N(c3nnc(C)c(=O)[nH]3)N=C2C)cc1,1.3,-2.0,-1.7,-1.6,-5.5,11.7,3.1,-10.9,-1.1,1.4,-1.6

# Further records follow.
SMILES,GAA850 FXN act,DAX1 inh-1,ADAM10 inh,ssDAF-12 act,SMARCA2 act,sPLA2-III inh,hgDAF-12 ag,GC-B act,DAX1 inh-2,hcDAF12 agonist,GC-A act
CC(OC(=O)CCCSc1nc2ccccc2s1)C(=O)NC(N)=O (centres undefined),-1.5,0.2,2.5,-2.2,-2.2,0.8,-1.1,-0.6,-0.4,1.4,-3.5
COc1ccc(N2CC(C(=O)N(C)CC(=O)Nc3ccc(Cl)c(C(F)(F)F)c3)CC2=O)c(OC)c1 (centres undefined),0.1,-0.6,3.9,-1.8,-2.0,-23.5,1.9,-0.5,-2.2,-1.8,-3.4
CCOc1cc(NC(=S)NCCCN(C)C)c(OCC)cc1NC(=O)c1cccs1,3.7,-1.0,1.6,0.7,3.2,3.3,-1.9,4.7,-0.3,-1.7,0.0
c1ccc(-c2cn(-c3ccccc3)c3[n+]2CCCS3)cc1,-0.1,-2.6,2.7,-0.7,-5.2,-4.5,-3.2,7.2,-0.5,-1.2,0.9
CCOc1ccc(C(=O)/C=C/Nc2ccc(S(=O)(=O)Nc3cc(C)nc(C)n3)cc2)cc1,/,/,-11.2,-0.2,0.4,-30.1,2.0,-4.5,0.3,2.5,-3.8
COc1cc(C(=O)N/N=C/c2cn(Cc3cccc(F)c3)c3ccccc23)ccc1O,-0.2,0.0,-4.8,-1.6,-2.5,-9.2,-1.6,0.2,-1.0,-1.8,-1.6
CC(C)(C)C1=CC(=O)C(N2CCOCC2)=CC1=O,2.0,0.2,7.6,-1.0,-1.9,-5.1,-3.3,3.4,-0.6,-0.3,-3.2
COc1ccc(N2CC(C)Cn3c2nc2c3c(=O)n(CCc3ccccc3)c(=O)n2C)cc1 (centres undefined),-2.5,0.3,0.3,-1.0,-1.9,-0.5,-0.2,2.9,0.1,-0.5,7.3
Cc1ccc(S(=O)(=O)N(C)C)cc1NC(=O)COC(=O)c1n[nH]c(=O)c2ccccc12,0.4,1.2,5.0,-1.2,-0.8,-3.9,0.0,-2.8,1.2,-0.9,0.8
OC(Cc1ccccc1Br)c1ncc(-c2ccc(Cl)cc2)[nH]1 (centres undefined),-4.0,/,5.1,-0.2,3.7,-11.6,4.7,-17.8,0.9,-0.1,-16.0
Cc1nn(-c2ccccc2)c2c1C(c1ccc(O)c(O)c1)N1C(=N2)C(Nc2ccccc2)=Nc2ccccc21 (centres undefined),-0.8,4.3*,-21.6,-1.3,0.0,-16.6,-0.7,-3.3,-0.2,-1.1,4.5
Cn1nnnc1SC(C(=O)Nc1cccc(C(F)(F)F)c1)c1ccccc1 (centres undefined),2.9,0.9,7.0,-1.4,-1.4,-46.1,-0.7,-8.0,-0.2,-2.3,-11.5
Cc1ccc(N(Cc2cc(=O)[nH]c3ccccc23)C(=O)C(C)C)c(C)c1,-1.5,1.4,-9.5,-0.6,-0.2,-4.7,-1.6,-12.0,-0.3,-0.3,-23.6
CC(C)(C)OC(=O)NCCCC[C@H](NC(=O)c1nc[nH]c1C(=O)NCc1ccc(CNC(=O)OC(C)(C)C)cc1)C(=O)OC(C)(C)C,-1.5,-1.5,20.5*,-1.5,0.3,-11.6,-4.4,10.6,-0.5,-0.3,-2.8
COc1ccc(/C=N/N2CCOCC2)cc1COc1ccc(Cl)cc1,4.0,-0.3,9.3,0.3,7.9*,-7.4,5.0,1.8,-0.1,-0.4,0.8
CC(OC(=O)CN1C(=O)NC2(CCCC2)C1=O)c1ccc(F)cc1 (centres undefined),2.5,-0.2,-21.7,-1.2,-1.6,5.2,1.0,-1.7,0.1,-0.6,3.9
O=C(CCS(=O)(=O)c1ccc(Cl)cc1)Nc1ccccc1Br,-0.7,0.6,-7.9,-1.1,-1.9,5.0,-1.5,2.8,-0.5,-2.3,1.4
Cc1nc(N)nc(SCc2ccc([N+](=O)[O-])cc2)c1N,0.1,-0.2,-28.5,-0.8,-2.4,2.1,-0.6,-2.6,0.1,-0.6,4.0
O=C(NCCCc1ccccc1)C1CCN(S(=O)(=O)c2ccc(F)cc2)CC1,1.8,0.1,-1.9,-1.5,-2.1,-10.1,-1.8,2.3,-0.7,0.6,1.3
O=C(c1cccc(-c2cncc3nccn23)c1)N1CCOCC1,1.0,/,i,-0.5,-2.3,3.8,-1.0,0.1,-0.1,-1.0,-1.3
CCC(C)C(=O)Nc1ccc(S(=O)(=O)Nc2nccs2)cc1 (centres undefined),2.9,-0.2,4.9,-1.4,-3.6,1.0,-1.4,-0.6,-0.1,0.1,0.7

# Assay outcomes from PubChem BioAssay.
